aDG glyco up: alpha-DG glycosylation activation; hit rate 0.22% among 360,000; Pro5-aDG cells, alpha-DG glycosylation AlphaScreen (IIH6); 0% Pro5, 100% B10-LARGE cell signal; activation, % at 10 µM;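 active means activation of at least 8% versus controls, or a plate z-score of at least 8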;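 further: Pro5 are CHO cells carrying HIG-tagged alpha-DG that lacks glycosylation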
N-glyco inh: N-linked glycosylation inhibition; reporter increase, % at 12.5 µM; hit rate 0.23% among 360,000; D54 ERlucT glycosylation luciferase reporter, 24 h; percent of 100 nM tunicamycin response;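 active means mean luciferase reporter signal, scaled so untreated is 0 and the glycosylation-blocking control 100, at or above a set limit in every replicate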;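 further: luciferase carries N-glycosylation sites so blocking glycosylation raises the light; 0% = median of neutral control wells and 100% = median of 100 nM tunicamycin wells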
Granule exo inh: lytic granule exocytosis inhibition. TALL-104 LAMP-1 surface exposure, flow cytometry; cells stimulated with thapsigargin and PMA. inhibition, % at 10 µM. hit rate 0.66% among 360,000. AID 651702;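 active means inhibition above about 55%, limit read from the data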
MC4R barr agon: human MC4R agonism via beta-arrestin. AID 540308. activation, % at 8.9 µM. hit rate 0.98% among 360,000. P32245. U2OS MC4R beta-arrestin complementation, luminescence; percent of melanotan II response, DMSO zero;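 active means activation above a per-plate cutoff, the mean activation of sample wells on that plate plus 3 SD, cut at about 8% in these data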
Target sequence (P32245 whole entry, looked up): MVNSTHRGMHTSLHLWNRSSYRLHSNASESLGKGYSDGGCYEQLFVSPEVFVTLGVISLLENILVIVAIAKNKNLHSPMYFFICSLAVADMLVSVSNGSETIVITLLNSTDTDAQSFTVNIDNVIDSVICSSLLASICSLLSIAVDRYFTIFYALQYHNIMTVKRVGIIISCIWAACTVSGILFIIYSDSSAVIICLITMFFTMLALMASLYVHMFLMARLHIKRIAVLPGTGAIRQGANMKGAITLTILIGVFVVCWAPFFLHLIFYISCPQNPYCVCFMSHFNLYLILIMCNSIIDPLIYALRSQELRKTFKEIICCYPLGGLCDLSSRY
TLR9-MyD88 block: blocks human TLR9 binding to MyD88. CHO BLA complementation TLR9-MyD88, CCF4 FRET ratio. inhibition, % at 4.98 µM. hit rate 0.21% among 340,000;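 active means inhibition above the mean over all tested compounds plus 3 SD, cut at about 21% in these data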;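 further: 0% = DMSO only wells and 100% = clavulanate BLA inhibitor control wells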
Vif inh: blocks HIV Vif function; HEK293T cells, Vif self-association by quenched fluorescence, imaging, 24 h; inhibition, % at 7.49 µM; hit rate 0.35% among 340,000; in the data active means inhibition above about 50%, passing the limit was not always enough; further: some results filed as inactive read as strong as hits
ABHD5 PLIN5 PPI: blocks binding of human ABHD5 to perilipin-5. Split G. princeps luciferase complementation, luminescence, 4 h. hit rate 0.78% among 360,000. Q00G26+Q8WTS1. inhibition, % at 4 µM;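 active means inhibition above the mean inhibition across every tested compound plus 3 SD, cut at about 22% in these data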;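 further: 0% = DMSO only wells and the 100% control is not disclosed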
NOD2 RIPK2 PPI: NOD2-RIPK2 protein interaction inhibition. hit rate 0.38% among 360,000. AID 624267. inhibition, % at 4.98 µM. O43353. CHO BLA complementation NOD2-RIPK2, CCF4 ratio; in the data active means inhibition above about 21%;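 further: 0% = vehicle only and 100% = reference blocker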
Target sequence (O43353 whole entry, looked up): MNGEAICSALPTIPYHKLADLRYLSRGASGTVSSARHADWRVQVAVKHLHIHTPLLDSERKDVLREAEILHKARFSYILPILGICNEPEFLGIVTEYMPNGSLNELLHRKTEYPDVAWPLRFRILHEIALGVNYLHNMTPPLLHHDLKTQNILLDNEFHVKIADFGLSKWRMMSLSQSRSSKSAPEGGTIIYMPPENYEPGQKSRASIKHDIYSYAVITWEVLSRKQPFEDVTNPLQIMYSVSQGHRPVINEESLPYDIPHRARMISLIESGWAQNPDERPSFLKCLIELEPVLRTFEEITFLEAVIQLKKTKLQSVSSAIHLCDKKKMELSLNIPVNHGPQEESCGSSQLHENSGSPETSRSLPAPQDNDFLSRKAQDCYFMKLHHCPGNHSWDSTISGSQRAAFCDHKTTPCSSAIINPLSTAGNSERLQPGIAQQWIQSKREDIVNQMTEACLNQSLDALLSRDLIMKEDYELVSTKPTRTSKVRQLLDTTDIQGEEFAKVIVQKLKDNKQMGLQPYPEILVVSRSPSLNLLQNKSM
ABCB6 inh 2: human ABCB6 transporter inhibition. Q9NP58. K562-ABCB6 porphyrin accumulation, flow cytometry, 1 h; hits give low values. fluorescence ratio to DMSO, % at 10 µM. hit rate 0.19% among 360,000. AID 602162;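 active means fluorescence ratio to DMSO below 75%, the collection mean minus 3 SD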;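 further: signal is porphyrin accumulated inside mitochondria; 100% equals median channel fluorescence of DMSO control wells; lower ratio means ABCB6 inhibition with less porphyrin fluorescence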
MC4R antagonist: blocks human MC4R cAMP signaling; P32245; MC4R-expressing cells, MTII-stimulated cAMP, LANCE TR-FRET; inhibition, % at 6.5 µM; hit rate 0.48% among 360,000; AID 540295;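 active means inhibition above its plate's cutoff, the mean of tested wells on that plate plus 3 SD, cut at about 29% in these data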;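 further: 0% = Melanotan II alone and 100% = Melanotan II plus saturating MCL0020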
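Material: human MC4R-expressing U2OS cells. Probe or stimulus: Melanotan II challenge. Dosing: 6.5 µM single dose. Times: 30-min compound, 1-h challenge, 1-h detection, room temperature. Technique: TR-FRET with Eu-cAMP and labeled anti-cAMP, 671 nm. Replication: singlicate.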
Starred values were filed as active, the others as inactive; x = not tested or not shown. This is a subset; the hit share may differ from the screen's.

SMILES	aDG glyco up	N-glyco inh	Granule exo inh	MC4R barr agon	TLR9-MyD88 block	Vif inh	ABHD5 PLIN5 PPI	NOD2 RIPK2 PPI	ABCB6 inh 2	MC4R antagonist
CCOc1ccc(NC(=O)CSc2nnc(C3CC3)n2N)cc1	0.0	-1	-3	0.6	-8	-3	-6	-1	111	-2
CCC(C)NCCOCCOc1ccc(Cl)c2ccccc12 (stereo not given)	1.1	-7	11	3.5	-4	-2	30*	4	99	-2
O=S(=O)(c1ccc(N=C2NN=C(c3cc(F)ccc3F)CS2)cc1)N1CCOCC1	0.9	-11	-1	-2.1	x	2	12	-6	103	1
COc1cccc(CCNC(=O)c2cc(COc3cccc(OC)c3)on2)c1	0.6	1	-3	0.4	5	-5	-4	10	97	0
Cc1ccc2nc(N3CCN(C(=O)c4cccs4)CC3)c(C#N)cc2c1	0.3	1	5	-1.2	1	8	-6	2	93	-5
COc1cc(C2C(C(=O)OC(C)C)=C(C)Nc3ncnn32)cc(OC)c1OC (stereo not given)	0.1	1	10	0.5	-4	3	4	0	89	3
CN(C)c1cccc(CNC(=O)c2ccc3nc([C@H]4C[C@H](O)[C@@H](CO)O4)[nH]c3c2)c1	-0.3	4	-2	-2.2	x	x	-3	3	97	-9
C=CCSc1nnc(-c2c[nH]c3ccccc23)n1CC	0.2	2	-15	1.7	-8	2	-12	-6	100	0
O=[N+]([O-])c1ccc(N/N=C\c2cccnc2)nc1	-0.2	9	1	-1.2	-2	0	2	-7	97	2
O=C(CN1C(=O)c2cccc3cccc1c23)NCc1ccc2c(c1)OCO2	-0.2	3	-1	-1.1	5	-1	5	2	99	-3
CC(Sc1nccn1C)C(=O)c1ccc(Br)cc1 (stereo not given)	-0.1	-1	-6	0.5	0	5	-11	-1	93	8
Cn1cccc1C(=O)NNC(=O)COc1ccccc1F	0.3	-2	-2	-1.0	2	-2	3	-9	100	8
CCCCn1c(NCc2ccccc2NS(=O)(=O)c2ccc(C)cc2)nc2ccccc21	0.3	-8	-1	0.6	0	19	1	-4	105	-1
COc1ccc(NC(=O)CN(C)CC(=O)Nc2cccc(S(=O)(=O)N(C)c3ccccc3)c2)cc1	-0.3	-1	16	1.6	-5	-3	2	7	91	6
O=C(NCc1ccccc1)C(CCc1ccccc1)n1c(=O)c(-c2ccccc2)nc2ccccc21 (stereo not given)	-0.1	x	36	x	x	x	38*	29*	x	x
CCOc1ccccc1N1CCN(c2nc3ccccc3nc2C(C#N)C(=O)OC)CC1 (stereo not given)	-0.7	7	-1	-0.5	7	3	9	-1	104	10
COc1cc(N)c(Cl)cc1C(=O)OCC(=O)NC(=O)NCc1ccco1	0.5	0	6	-1.0	-5	-2	13	0	101	12
FC(F)(F)c1ccc(N=Cc2sc(N3CCOCC3)nc2-c2ccccc2)cc1	-0.1	0	-1	2.5	-7	-14	-7	3	99	4
CC1(c2ccccc2)NC(=O)N(CC(=O)N2CCc3ccccc32)C1=O (stereo not given)	0.2	3	-1	-0.2	-2	0	4	-7	96	2
O=C(/C=C/c1ccc([N+](=O)[O-])cc1)NCc1cccnc1	0.0	1	-4	-0.3	-11	x	1	-6	99	-1
O=C(CCC(=O)c1ccc(F)cc1)Nc1cccc(C(F)(F)F)c1	-0.2	1	6	0.9	2	3	-5	-3	96	3
Cc1ccccc1OCC(=O)Nc1cccc(N(C)S(C)(=O)=O)c1	0.0	-4	0	0.6	-4	6	-11	-4	97	10
COC(=O)CSc1nnc(C)n1-c1cccc(C#N)c1	-0.3	2	0	-0.3	0	7	5	-13	100	-5
CC1CCCc2sc3nc(NCc4ccco4)n4ncnc4c3c21 (stereo not given)	0.0	0	-4	-1.6	-7	3	-13	0	90	-6
CC(C)OCC(O)CS(=O)(=O)Cc1ccccc1 (stereo not given)	-0.1	4	-8	0.5	-8	x	-1	-10	95	10
CCNC(=O)CC1C(=O)N(c2ccc(F)cc2)C(=S)N1CCc1ccncc1 (stereo not given)	0.0	2	-4	-2.0	8	1	2	-13	91	-2
Cn1nnnc1Sc1ncnc2scc(-c3cccc(Br)c3)c12	0.9	-3	-4	-0.6	-4	-1	3	0	98	-4
N#Cc1nc(-c2ccccc2Cl)oc1N1CCN(C(=O)c2ccco2)CC1	0.0	-1	-7	0.0	8	7	9	-12	91	7
COc1ccc(-n2ccnc2SCC(=O)NC2CCCC2)cc1	-0.1	0	1	-2.2	-10	-10	5	7	95	2
C=CCN=C1CC(C)(C)C(C(=O)OC)C(O)=C1C(=O)CCC (stereo not given)	0.3	1	1	-1.8	-3	-6	1	-1	102	1
Cc1ccc(NC(=O)CCN2CCOCC2)cc1C	-0.1	1	-15	-1.6	3	-3	-1	-13	101	11
CCN(C(=O)COC(=O)c1cc(S(=O)(=O)N2CCc3ccccc32)ccc1OC)C1CCS(=O)(=O)C1 (stereo not given)	-0.4	-1	3	-2.6	-6	-12	4	-5	109	1
COC(=O)c1ccc(COC(=O)c2cccn2C)o1	0.1	-1	-4	-1.0	2	8	7	-20	92	10
Cc1ccc(C(=O)N/C(=C\c2ccco2)C(=O)NCC2CCCO2)cc1C (stereo not given)	0.0	1	3	-1.6	5	18	-10	-6	102	-2
Cc1ccc(CCNC(=O)C2CCN(c3nn4c(=O)cc(C)nc4s3)CC2)cc1	-0.1	0	2	0.1	1	-5	5	-5	80	4
CCN(CC)CCN(C(=O)C1=COCCO1)c1nc2cc(C)cc(C)c2s1	0.3	2	5	-0.4	5	1	13	-8	99	2
Cc1cc(C)c2c(c1)-c1c(ssc1=S)C(C)(C)N2C(=O)CN1C(=O)c2ccccc2C1=O	-0.9	-7	-2	1.0	8	-15	1	-2	86	7
C/C=C/c1ccc(OCC(=O)N(C)CC(=O)Nc2ccc(F)cc2)c(OC)c1	0.0	3	-4	-1.0	4	9	8	-3	97	5
COc1ccccc1CNCC(=O)Nc1ccc(C#N)cc1	0.1	-1	-2	-2.2	12	5	3	5	97	1
CC(=O)N1CCc2cc(S(=O)(=O)NCCC(=O)Nc3cccc(C)c3C)ccc21	0.1	0	-2	-0.1	0	10	-1	4	94	8

Compound profiles, from the list above:
`COC(=O)c1ccc(COC(=O)c2cccn2C)o1` across the screens: aDG glyco up: 0.1; N-glyco inh: -1; Granule exo inh: -4; MC4R barr agon: -1.0; TLR9-MyD88 block: 2; Vif inh: 8; ABHD5 PLIN5 PPI: 7; NOD2 RIPK2 PPI: -20; ABCB6 inh 2: 92; MC4R antagonist: 10
`Cc1cc(C)c2c(c1)-c1c(ssc1=S)C(C)(C)N2C(=O)CN1C(=O)c2ccccc2C1=O` across the screens: aDG glyco up: -0.9; N-glyco inh: -7; Granule exo inh: -2; MC4R barr agon: 1.0; TLR9-MyD88 block: 8; Vif inh: -15; ABHD5 PLIN5 PPI: 1; NOD2 RIPK2 PPI: -2; ABCB6 inh 2: 86; MC4R antagonist: 7

(listing goes on)
SMILES	aDG glyco up	N-glyco inh	Granule exo inh	MC4R barr agon	TLR9-MyD88 block	Vif inh	ABHD5 PLIN5 PPI	NOD2 RIPK2 PPI	ABCB6 inh 2	MC4R antagonist
N#CC(c1ccc(F)cc1)c1ccc(C(=O)c2ccccc2)cc1 (stereo not given)	0.9	-6	0	-2.0	-5	-6	-6	3	89	3
O=C(CC(NC(=O)c1ccccc1Cl)c1ccccc1)Nc1ccc2c(c1)OCO2 (stereo not given)	0.0	1	-2	3.8	2	7	0	-8	99	-5
COc1ccc(/C=C/C(=O)NCCc2ccc(S(N)(=O)=O)cc2)cc1	0.1	1	-1	-0.5	10	6	-3	8	100	0
O=C(NCC1CCCO1)C1CCCN(S(=O)(=O)c2cccc(C(F)(F)F)c2)C1 (stereo not given)	0.0	0	-2	-1.4	-13	11	4	-4	101	19
CCCCNC(=O)CN(c1cc(C(F)(F)F)ccc1Cl)S(C)(=O)=O	0.2	0	-1	-0.9	-3	4	-2	-5	93	22
O=C(COC(=O)Cn1cnc2ccccc21)Nc1cccc([N+](=O)[O-])c1	0.2	3	-2	-4.6	-5	5	-1	1	92	0
C=CCn1c(SCC(=O)Nc2ccc(F)cc2F)nc2c([nH]c3ccccc32)c1=O	0.5	x	-6	-1.4	-8	x	3	0	96	-9
CCCCCSc1nncc(=O)[nH]1	0.5	2	0	-0.1	0	4	9	-5	108	-5
Cc1ccc(S(=O)(=O)N(CC(=O)N=Nc2c(O)[nH]c3ccccc23)c2cccc(C)c2)cc1	0.2	6	1	1.8	9	-2	0	2	98	4
c1c[nH]c(CN2CCN(Cc3ncc[nH]3)CC2)n1	0.2	-2	-3	-0.4	-9	5	-9	-3	104	13
COc1ccccc1Cc1c(C(C)(C)C)nc2cc(C)c(Br)c(C)n12	0.0	x	3	x	x	x	-21	24*	128	x
CCN(CC)c1ncnc2c1ncn2[C@H]1CN(Cc2ccc(F)cc2)C[C@@H](CO)O1	0.0	3	6	1.0	x	13	5	2	93	4
Nc1ncnc2nc(SCCN3CCCCC3)[nH]c12	0.2	-2	1	-1.7	-2	10	2	-7	97	-6
COc1ccc(C(=O)NCc2ccco2)cc1S(=O)(=O)N1CCOCC1	0.1	3	8	-2.7	-6	6	0	-3	100	10
COCCN(C(=O)COC(=O)CCCOc1ccc(OC)cc1)c1c(N)n(Cc2ccccc2)c(=O)[nH]c1=O	0.0	-1	-4	0.0	-6	2	-8	-1	96	8
CCCN1C(=O)/C(=C/c2cc(C)n(C)c2C)SC1=Nc1ccc(OC)cc1	-0.6	-5	2	-2.5	-14	18	0	-7	112	20
CCN(CC(=O)Nc1ccccc1C(F)(F)F)C(=O)C1CCN(C(=O)Nc2ccccc2)CC1	-0.1	1	0	-2.3	6	2	9	-5	100	2
COc1ccc(-c2cc(C(=O)NCC3CCCO3)on2)cc1OC (stereo not given)	0.0	0	-9	-0.9	-2	3	5	-6	100	8
CC(C)C[C@@H]1NC(=O)N(CCN2CCOCC2)C1=O	0.1	0	-2	0.1	-7	30	3	-13	92	-2
Cc1c(O)ccc2cc(S(=O)(=O)c3ccccc3)c(=O)oc12	0.0	1	-8	0.1	-1	-16	-1	34*	94	7
CC(C)OCCCNC(=O)c1ccc(CN2CCc3ccccc3C2)cc1	0.0	-2	13	1.0	3	-1	-3	2	92	1
COc1ccc(CCNC2=C(Cl)C(=O)N(CCc3ccc(OC)c(OC)c3)C2=O)cc1OC	1.0	-4	1	-0.4	5	-21	3	4	103	31*
CCCC(NCC(=O)Nc1cc(S(=O)(=O)N2CCOCC2)ccc1OC)c1ccccc1 (stereo not given)	0.3	1	0	0.8	3	2	6	3	97	0
Cc1cc(C)n2nc(C(=O)OCC(=O)c3cc(C)n(C)c3C)nc2n1	0.2	-2	0	-1.9	0	-19	2	-3	87	3
O=C(CCN1CCN(c2ccccc2)CC1)NNC(=O)Cc1ccccc1Cl	-0.1	-2	0	-2.1	-4	19	1	-8	96	0
CN(C)CCNc1c2c(nc3ccccc13)CCC2	0.1	16	5	-2.4	6	-1	-4	7	103	3
COc1ccc(CC2S/C(=N/N=C/c3ccccc3O)NC2=O)cc1 (stereo not given)	0.7	3	-2	1.2	5	-1	-5	-3	106	0
CC(=O)c1c(OC(=O)c2cccc(Cl)c2)c2ccccc2n1C	0.0	3	-2	-1.0	0	-7	-31	6	101	4
